Glioma ERSR ind – induces the endoplasmic reticulum stress response in human glioma cells; actives 0.02% (n = 420,000); Potency, µM, for the others: at the top dose activation, hits mostly activators; U87-MG GRP78 promoter luciferase reporter, 16 h; also: potency is read from the fitted curve at half-maximal effect; series mostly up to about 76 µM; % of control where 0% means no effect; nearly all actives have a fitted effect of over 35% in size
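Stably transfected U87-MG human glioma cells carrying a GRP78-based luminescent sensor were seeded at 1000 cells/well, pin-dosed with compounds and incubated 16 h. Luciferase reagent was then added, and end-point luminescence was read after 10 min at room temperature.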
D1 antag – blocks dopamine activation of the human D1 receptor. activity change, negative = inhibition, % at 10 µM. actives 3.2% (n = 360,000). AID 504652. HEK293 TREx D1 cells, calcium flux, dopamine EC80; stronger effect = lower value; in the data active = activity change below about -30%; also: % is scaled to controls: 0 for no effect and ±100 for the full control effect
Target sequence (P21728 whole entry, looked up): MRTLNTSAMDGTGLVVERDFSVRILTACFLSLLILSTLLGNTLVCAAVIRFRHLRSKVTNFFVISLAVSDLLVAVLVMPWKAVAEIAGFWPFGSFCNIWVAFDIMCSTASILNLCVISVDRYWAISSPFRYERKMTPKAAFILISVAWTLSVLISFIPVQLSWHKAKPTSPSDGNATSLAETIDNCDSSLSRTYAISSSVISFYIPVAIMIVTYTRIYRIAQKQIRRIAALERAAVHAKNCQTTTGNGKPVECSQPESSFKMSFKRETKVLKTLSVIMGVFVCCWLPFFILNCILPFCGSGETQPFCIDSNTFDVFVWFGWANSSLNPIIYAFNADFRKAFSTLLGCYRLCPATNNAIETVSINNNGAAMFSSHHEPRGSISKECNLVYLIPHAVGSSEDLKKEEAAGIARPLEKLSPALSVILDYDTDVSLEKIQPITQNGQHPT
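Antagonism measured as reduced calcium response to an EC80 dopamine addition following 180 s compound pre-read; cells were inducible HEK293 Trex D1 plated overnight at 30 C, read kinetically at 1 cycle/sec.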
Vif-APOBEC3G blk – inhibitors of Vif-APOBEC3G interaction | Q9HC16 | HeLa A3G-eYFP + Vif (tagged APOBEC3G with the HIV-1 protein that degrades it), YFP fluorescence, overnight | Potency, µM (titrated, usually from 46.1 µM), for the others: at the highest dose activity, negative = active, most hits filed as inhibitors | actives 0.076% (n = 410,000);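 also: potency is read from the fitted curve at half-maximal effect; % is scaled to controls: 0 for no effect and ±100 for the full control effect; nearly all actives have a fitted effect of over 60% in size; hits raise eYFP signal because A3G escapes Vif-driven loss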
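HeLa cells stably expressing Vif and C-terminally eYFP-tagged A3G, seeded overnight at 37 deg C, then exposed to compound by pintool overnight at 37 deg C. Rise in yellow fluorescence (Ex 488/Em 500-530, Acumen) marks blocked Vif-driven A3G degradation.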
D1 PAM – enhances dopamine response at the human D1 receptor; P21728; HEK293 TREx D1 cells, calcium flux, dopamine EC20 potentiation; potentiation, % at 10 µM; actives 0.036% (n = 360,000); AID 504651; in the data active = potentiation above about 30%; also: 0% is about no effect
D2 potentiator – positive allosteric modulators of human D2 dopamine receptor; potentiation, % at 10 µM; HEK293 T-REx D2, calcium flux, EC20 dopamine potentiation; P14416; actives 0.34% (n = 340,000); AID 485347;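 active = potentiation over 3 SD above the plate norm, cut at about 30% in these data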; also: 0% is about no effect
Target sequence (P14416 whole entry, looked up): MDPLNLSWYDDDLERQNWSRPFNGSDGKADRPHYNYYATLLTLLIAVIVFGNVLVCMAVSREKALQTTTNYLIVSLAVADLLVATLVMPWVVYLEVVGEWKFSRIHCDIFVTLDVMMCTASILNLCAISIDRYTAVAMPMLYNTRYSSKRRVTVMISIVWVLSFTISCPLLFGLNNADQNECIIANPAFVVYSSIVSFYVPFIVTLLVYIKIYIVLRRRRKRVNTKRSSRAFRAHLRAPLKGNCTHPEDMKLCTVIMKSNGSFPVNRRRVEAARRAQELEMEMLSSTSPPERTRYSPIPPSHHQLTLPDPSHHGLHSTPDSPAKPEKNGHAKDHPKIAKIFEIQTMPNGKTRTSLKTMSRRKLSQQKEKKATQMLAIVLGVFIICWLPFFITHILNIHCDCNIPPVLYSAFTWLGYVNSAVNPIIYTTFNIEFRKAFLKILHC
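Tetracycline-induced HEK293 T-REx cells force-coupled to calcium signalling expressed D2; compounds were pin-added after a 10 s baseline, read kinetically 180 s, then an EC20 dopamine challenge followed with a further 180 s calcium read.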
RXFP1 antagonist – RXFP1 (human) relaxin receptor antagonism. Q9HBX9. HEK293-RXFP1, relaxin-stimulated cAMP HTRF, 30 min; stronger effect = lower value. activity change, negative = inhibition, % at 57.5 µM. actives 0.59% (n = 350,000). AID 1259400;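 active = activity change of -60% or lower, but not beyond a set lower limit; inconclusive = change between -60% and -40%, or beyond the set limit; inactive = change above -40%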; also: % is scaled to controls: 0 for no effect and ±100 for the full control effect
Vif-APOBEC3F blk – Vif-A3F binding inhibition; HeLa A3F-eYFP + Vif (tagged APOBEC3F with the HIV-1 protein that degrades it), YFP fluorescence increase; Potency, µM (series often up to 46.1 µM), for inactives: at the highest dose activity, negative = active; actives 0.2% (n = 390,000); AID 602313; also: potency is read from the fitted curve at half-maximal effect; % of control where 0% means no effect; nearly all actives have a fitted effect of over 65% in size
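Fluorescence increase (Ex 488/Em 500-530) after overnight compound treatment at 37 deg C flags inhibition of Vif-driven A3F-eYFP loss in stable HeLa A3F-eYFP/Vif cells seeded overnight beforehand.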
D1 ag – human D1 receptor agonism; P21728; HEK293 T-REx D1 cells, calcium flux, agonist mode; activation, % at 2 µM; actives 1% (n = 360,000); AID 504660; in the data active = activation above about 30%; also: 0% is about no effect
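Agonism was scored from calcium flux recorded over 180 s (1 read/s) after pintool compound addition, following a 10-cycle baseline. Cells were inducible force-coupled HEK293 TREx D1, plated overnight at 30 C and loaded with no-wash calcium dye.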
RXFP1 agonist – agonists of human relaxin receptor RXFP1; Q9HBX9; HEK293T-RXFP1 cAMP TR-FRET, 30 min; response scale: percent of porcine relaxin response, buffer zero; Potency, µM (titrated, usually from 57.5 µM), inactives show at the highest dose activation, hits mostly activators; actives 0.3% (n = 370,000); also: potency is read from the fitted curve at half-maximal effect; % is scaled to controls: 0 for no effect and ±100 for the full control effect; nearly all actives have a fitted effect of over 60% in size; many of its hits are not listed in these tables
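HEK293T cells stably expressing RXFP1 were pretreated with the PDE4 inhibitor Ro 20174, exposed to compounds for 30 min at 37C, lysed, and cAMP was read by TR-FRET. Data normalized to buffer (basal) and 29 nM porcine relaxin (100%).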
The depositor's hits bear a star; ? = inconclusive; nt = no result given; & = joins results of further samples. Unless noted, calls follow the shape of the dose curve; as a rule, active = well fitted curve in the direction sought with a large enough effect; inconclusive = small, poorly fitted or top-dose-only effect, or another doubt; inactive = no such curve, though single readings can be large; an effect the other way counts as inactive or inconclusive.

1. O=C(CCCCCN1C(=O)C2C3C=CC(C3)C2C1=O)Nc1nccs1 (stereo not drawn)
2. COC(=O)CCC(=O)Nc1ccc(NC(=O)CCC(=O)OC)cc1
3. COc1ccc(NC(=O)C2=C(C)Nc3nc(SC)nn3C2c2cc(OC)ccc2OC)cc1 (stereo not drawn)
4. COc1cc(CN2CCN(CCCc3ccccc3)C(CCO)C2)cc(OC)c1O (stereo not drawn)
5. CCN(Cc1ccccc1)C(=O)COC(=O)c1cc(S(=O)(=O)Nc2c(C)n(C)n(-c3ccccc3)c2=O)ccc1C
6. O=C(Nc1ccccc1C(=O)N1CCOCC1)c1ccc(Br)cc1
7. CC1=C(C#N)C(=O)OC(C)(C)C1
8. O=C(Oc1ccc2ccccc2c1Br)N1CCCCCC1
screen / no. | 1 | 2 | 3 | 4 | 5 | 6 | 7 | 8
Glioma ERSR ind | 4% | 3% | -1% | -3% | -3% | -3% | 2% | 0%
D1 PAM | nt | -2 | 2 | 0 | -7 | -8 | -1 | -4
Vif-APOBEC3G blk | 1% | 0% | -4% | -10% | -14% | 1% | 1% | 0%
RXFP1 agonist | -0.1% | -0.6% | -1.4% | -2.3% | 0.1% | -1.0% | 0.1% | 9.3%
RXFP1 antagonist | nt | -14 | nt | -1 | -2 | -1 | -12 | -24
D2 potentiator | 13 | -9 | 9 | -15 | -1 | -10 | -13 | 11
D1 ag | 8 | 1 | 2 | -1 | 2 | 2 | 3 | 2
D1 antag | -14 | -3 | 3 | 9 | -2 | 8 | -6 | 0
Vif-APOBEC3F blk | 1% | -2% | -2% | -7% | 10% | 10% | -13% | 6%

9. CCOC(=O)C=C(OC(=O)c1ccc(OC)cc1)c1ccccc1
10. CC1(C)CC(=O)C(=Cc2cn(CCC#N)nc2-c2ccc(F)cc2)C(=O)C1
11. O=C(CN1CCN(Cc2ccc(F)cc2Cl)S1(=O)=O)Nc1ccc(F)cc1
12. CC(=O)c1cccc(NC(=O)NC2CC(=O)N(c3ccc4c(c3)OCCO4)C2)c1 (stereo not drawn)
13. Cc1cccc(CC(=O)Nc2cccnc2)c1
14. C#CCn1c(S(=O)(=O)Cc2ccc(OC)cc2)nc(-c2ccccc2)c1-c1ccccc1
15. Cc1c2cnn(-c3ccccc3)c(=O)c2c(C)n1CCCC(=O)N1CCN(C2CCCCC2)CC1
16. Cn1c(=O)c2cc(S(=O)(=O)NCCC(=O)NC3CCCCCC3)ccc2n(C)c1=O
screen / no. | 9 | 10 | 11 | 12 | 13 | 14 | 15 | 16
Glioma ERSR ind | -5% | -3% | -3% | -3% | -1% | -5% | -2% | -7%
D1 PAM | nt | -5 | -3 | -3 | -8 | 7 | -4 | -2
Vif-APOBEC3G blk | 2% | 2% | 7% | 0% | 2% | -5% | 2% | 1%
RXFP1 agonist | nt | 4.5% | 4.4% | 0.6% | 1.5% | -1.1% | 0.0% | -0.1%
RXFP1 antagonist | -9 | -27 | -13 | -4 | 13 | -4 | 4 | 4
D2 potentiator | nt | 0 | 7 | -3 | 1 | -5 | 6 | -9
D1 ag | nt | -2 | 48* | 4 | 1 | 4 | 0 | 2
D1 antag | nt | 7 | -20 | 5 | 4 | 3 | -14 | -17
Vif-APOBEC3F blk | -14% | ? | -12% | 2% | -2% | -4% | -2% | -7%

Single records, as listed above.
`COc1cc(CN2CCN(CCCc3ccccc3)C(CCO)C2)cc(OC)c1O` (stereo not drawn) in the list: Glioma ERSR ind: -3%; D1 PAM: 0; Vif-APOBEC3G blk: -10%; RXFP1 agonist: -2.3%; RXFP1 antagonist: -1; D2 potentiator: -15; D1 ag: -1; D1 antag: 9; Vif-APOBEC3F blk: -7%
`CC1(C)CC(=O)C(=Cc2cn(CCC#N)nc2-c2ccc(F)cc2)C(=O)C1` in the list: Glioma ERSR ind: -3%; D1 PAM: -5; Vif-APOBEC3G blk: 2%; RXFP1 agonist: 4.5%; RXFP1 antagonist: -27; D2 potentiator: 0; D1 ag: -2; D1 antag: 7; Vif-APOBEC3F blk: ?

More compounds follow.
17. Clc1cccc(-n2ncc3c(N4CCCCC4)ncnc32)c1
18. Cc1ccccc1OCC(=O)NCC(=O)OCC(=O)c1ccc2ccccc2c1
19. COc1cc(NC(=O)c2cc(Cl)c(OC)c(Cl)c2)ccc1NC(=O)c1cc2ccccc2o1
20. COc1ccc(S(=O)(=O)N(C)C)cc1NC(=O)COc1ccc2c(c1)CCC2
21. CS(=O)(=O)NCCSc1cc(C(F)(F)F)nc2ccccc12
22. O=C1CC(N2CCN(c3ccc(F)cc3)CC2)C(=O)N1Cc1ccc(N2CCCC2=O)cc1 (stereo not drawn)
23. CCc1ccc(N/C(SCc2ccccc2C)=C(/C#N)C(=O)NCc2ccco2)cc1
24. CC1CCCCN1CCNC(=O)Cn1nc(-c2ccccc2)ccc1=O (stereo not drawn)
screen / no. | 17 | 18 | 19 | 20 | 21 | 22 | 23 | 24
Glioma ERSR ind | -4% | -4%&-4% | -4% | -3% | -2% | -10% | 4% | -2%
D1 PAM | -3 | -5 | 3 | nt | 2 | -4 | -4 | -7
Vif-APOBEC3G blk | 1% | 2%&-1% | -3% | 5% | 1% | 4% | 1% | 0%
RXFP1 agonist | 2.9% | 0.5% | 5.4% | nt | 27% | -1.1% | -4.6% | 0.1%
RXFP1 antagonist | -15 | -3 | nt | 3 | 16 | 10 | 3 | 0
D2 potentiator | -13 | -2 | -8 | nt | -4 | -9 | -6 | -5
D1 ag | -1 | 7 | 1 | nt | 6 | 18 | 30* | 0
D1 antag | -21 | 8 | -16 | nt | 2 | -5 | -30* | -8
Vif-APOBEC3F blk | 4% | 4% | 3% | 3% | -11% | 0% | -1% | -6%

25. CN(C)CCNc1ccc(CO)c2oc3ccc(O)cc3c(=O)c12
26. CCn1c(C)nc2cc(C(=O)NNS(=O)(=O)c3c(C)c(C)cc(C)c3C)ccc21
27. COc1ccc2c(c1)c(N=O)c(O)n2C
28. CCOc1ccc(CNC(=O)CCC(=O)N2Cc3cccc(OC)c3Oc3ncccc32)cc1
29. O=c1c2ccccc2nc(-c2ccco2)n1CCc1ccc(O)cc1
30. CCc1nc2scc(-c3ccc(C)cc3)c2c(=O)n1N
31. CC(=O)c1ccc(OC2OCCOC2Oc2ccc(C(C)=O)cc2)cc1 (stereo not drawn)
32. CCCn1c(SCC(=O)NC2CCCC2)nc2c1c(=O)n(C)c(=O)n2C
screen / no. | 25 | 26 | 27 | 28 | 29 | 30 | 31 | 32
Glioma ERSR ind | 15% | -1% | 8% | -5% | -1% | 1% | 1% | -3%
D1 PAM | nt | -2 | -3 | -2 | -7 | -6 | -9 | -4
Vif-APOBEC3G blk | 0% | -6% | -5% | 2% | -9% | 2% | 4% | 1%
RXFP1 agonist | nt | 0.1% | 0.9% | -0.2% | 3.7% | 1.3% | -0.7% | ?
RXFP1 antagonist | -10 | 3 | -6 | 6 | -6 | -23 | -4 | -15
D2 potentiator | nt | -12 | -6 | 4 | 4 | 22 | -1 | -6
D1 ag | nt | 8 | 2 | -1 | 3 | -1 | 7 | -1
D1 antag | nt | 6 | 12 | 8 | -41* | -28 | -39* | -8
Vif-APOBEC3F blk | 5% | -2% | 0% | -8% | 12% | 5% | -4% | -7%

33. O=C(NNS(=O)(=O)c1ccc(Br)cc1)C1CCCCC1
34. Cc1cccc(-n2nnnc2SCC(=O)NCC2CCCO2)c1 (stereo not drawn)
35. COCCN(Cc1cc2ccc(C)cc2[nH]c1=O)S(=O)(=O)c1ccccc1
36. CCOC(=O)c1ccc2nc(C)c(C)nc2c1
37. O=C(Cn1c(=O)n(Cc2ccc(F)cc2)c(=O)c2sc3ccccc3c21)Nc1ccc(F)cc1F
38. O=C(Nc1ccc([N+](=O)[O-])cn1)c1cc(-c2cccc(Br)c2)nc2ccccc12
39. COc1ccc(CC(=O)NC2CCN(Cc3nnnn3C(C)(C)C)CC2)cc1OC
40. O=C(N/N=C/C(Cl)=C/c1ccccc1)c1ccncc1
41. COc1cccc(NC(=O)C(Sc2nnc3ccccn23)c2ccccc2)c1 (stereo not drawn)
screen / no. | 33 | 34 | 35 | 36 | 37 | 38 | 39 | 40 | 41
Glioma ERSR ind | -1% | -1% | -3% | 5% | -3% | -2% | -2% | 1% | -3%
D1 PAM | -8 | 5 | 1 | -4 | -2 | 2 | -2 | -8 | -3
Vif-APOBEC3G blk | 0% | -8% | 0% | -1% | 0% | 1% | 1% | ? | 0%
RXFP1 agonist | -0.8% | -0.7% | 0.5% | 8.3% | ? | 2.0% | 0.0% | -0.3% | 5.2%
RXFP1 antagonist | 5 | 21 | 2 | -2 | 7 | -3 | 6 | -9 | -3
D2 potentiator | 0 | 13 | -1 | 6 | -6 | -6 | -1 | -18 | -5
D1 ag | 0 | 4 | -1 | 0 | 5 | 6 | 3 | 2 | 1
D1 antag | 3 | -3 | 0 | -3 | -4 | 2 | 0 | -4 | -1
Vif-APOBEC3F blk | 5% | 3% | 8% | -2% | -6% | 0% | 0% | ? | 7%

With a hit mark in D1 ag (from the list above):
item	SMILES	D1 PAM	RXFP1 antagonist	D2 potentiator	D1 ag	D1 antag
11	O=C(CN1CCN(Cc2ccc(F)cc2Cl)S1(=O)=O)Nc1ccc(F)cc1	-3	-13	7	48*	-20
23	CCc1ccc(N/C(SCc2ccccc2C)=C(/C#N)C(=O)NCc2ccco2)cc1	-4	3	-6	30*	-30*

Assay outcomes deposited in PubChem BioAssay by National Center for Advancing Translational Sciences (NCATS).

A portion of the library. The share of hits here may be higher or lower than overall.
